From PubChem BioAssay
SW480 rereplic: inducers of DNA re-replication in SW480 colon cancer cells; SW480 DNA re-replication, Hoechst DNA content imaging, 48 h; Potency, µM (series often up to 46.1 µM), without a hit: at the highest dose re-replication activation, usual class: activators; hit rate 1.8% among 340,000; AID 624297; also: potency is read from the fitted curve at half-maximal effect; % of control where 0% means no effect; nearly all actives have a fitted effect of over 55% in size
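Readout is total intensity of Hoechst-stained nuclei, excited at 405 nm and collected at 500-530 nm. Compound treatment lasted 48 hr at 37 C in 5% CO2 before staining.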
ATXN2 expr inh: inhibitors of ATXN2 expression. AID 1745845. Potency, µM (doses to about 57 µM), for the others: at the highest dose activity change, negative = inhibition, hits mostly inhibitors. HEK-293 ATXN2-luciferase reporter, luminescence, 24 h. hit rate 0.72% among 360,000; also: potency is read from the fitted curve at half-maximal effect; % is scaled to controls: 0 for no effect and ±100 for the full control effect; nearly all actives have a fitted effect of over 55% in size
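qHTS (up to 57 uM final) was run with 24 h compound exposure of reporter cells at 37 °C. Each well was multiplexed: SteadyGlo luminescence measured ATXN2-luciferase expression after a fluorogenic Gly-Phe-AFC viability readout (25 uM final).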
HT1080-NT tox: kills 2HG-producing HT-1080-NT fibrosarcoma cells. HT-1080-NT fibrosarcoma viability, CellTiter-Glo ATP luminescence, 48 h. Potency, µM (series often up to 46.1 µM), for inactives: top-dose activity, negative = less viability, hits mostly cytotoxic. hit rate 1.6% among 360,000;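 also: NT is the 2HG producing partner of a matched IDH1 knockdown line; potency is read from the fitted curve at half-maximal effect; 0% = DMSO-treated cells and -100% = media-only wells without cells; nearly all actives have a fitted effect of over 55% in size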
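Viability of the 2HG-overproducing fibrosarcoma line after 48 hours of compound exposure at 37 degrees C was determined by luminescence with CellTiter-Glo, and concentration-effect curves were then fitted and categorized.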
S2 tox: viability counter-screen for ATXN expression inhibitors; S2 cells (HEK-293 line with an ATXN2-luciferase reporter) viability, CellTiter-Fluor protease fluorescence, 24 h; Potency, µM (doses to about 56.7 µM), usual class: cytotoxic; hit rate 0.49% among 400,000; AID 651635; also: potency is read from the fitted curve at half-maximal effect; nearly all actives have a fitted effect of over 40% in size
HT1080 IDH1KD tx: kills HT-1080 cells with IDH1 knockdown; AID 686971; Potency, µM (series often up to 46.1 µM), inactives show at the top dose activity, negative = toxicity, most hits filed as cytotoxic; hit rate 2% among 360,000; HT-1080 IDH1 knockdown viability, ATP luminescence, 48 h;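 also: potency is read from the fitted curve at half-maximal effect; 0% = DMSO wells and -100% = cell-free medium wells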
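Cytotoxicity counter-line: IDH1KD HT-1080, 48 h, CellTiter-Glo. Curves classed by r2, magnitude and activity.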
MCF10A rerep: DNA re-replication induction in MCF 10a cells; MCF 10A DNA re-replication, Hoechst nuclear intensity, 48 h; Potency, µM (top dose mostly 46.1 µM), without a hit: at the highest dose activity, positive = re-replication, usual class: activators; hit rate 2.9% among 350,000; also: potency is read from the fitted curve at half-maximal effect; % of control where 0% means no effect; nearly all actives have a fitted effect of over 50% in size
HepG2 tox: kills HepG2 cells in TGF-b inhibitor counter-screen; HepG2 CAGA-GFP viability, ATP luminescence, 18 h; Potency, µM (highest dose often 46.1 µM), for inactives: at the top dose activity change, negative = cytotoxicity, most hits filed as cytotoxic; hit rate 0.76% among 410,000; AID 588856; also: potency is read from the fitted curve at half-maximal effect; some results filed as inactive show a strong effect at the top dose
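CellTiter-Glo luminescence gave cytotoxicity after 18 hours at 37 degrees C. The cells were HepG2 CAGA-GFP in 1% FBS DMEM, stimulated with 500 pg/mL TGF-beta after compound addition. %Activity was normalised to no-cell wells (complete cell-killing) and DMSO (no toxicity), and curves were fitted and classified.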
KB-3-1 cytotox: kills parental KB-3-1 adenocarcinoma cells; KB-3-1 viability, CellTiter-Glo ATP luminescence, 72 h; Potency, µM (highest dose often 46.1 µM), without a hit: at the top dose activity change, negative = cytotoxic, usual class: cytotoxic; hit rate 1.4% among 400,000; AID 1347075; also: potency is read from the fitted curve at half-maximal effect; % is scaled to controls: 0 for no effect and ±100 for the full control effect; nearly all actives have a fitted effect of over 60% in size
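Multi-concentration cytotoxicity screen in KB-3-1 cells grown in DMEM lacking phenol red with 10% FBS. After 72 h at 37 °C with compound, ATP-dependent luminescence was recorded.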
IL-1B inflam inh: inflammasome signaling inhibition, IL-1 beta readout; THP-1 LPS/ATP IL-1B secretion, AlphaLISA, 16 h; stronger effect = lower value; AID 743279; activity change, % at 57.5 µM; hit rate 4.7% among 360,000; in the data active = activity change below about -50%; inconclusive = mostly about -30% to -49%; also: % is scaled to controls: 0 for no effect and ±100 for the full control effect
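THP-1 cells pretreated 1 hr with compounds (up to 57.5 uM final), then stimulated with LPS (250 ng/mL final) plus ATP (1.25 mM final); secreted IL-1B measured by AlphaLISA after 16 hr, decreased signal indicating inhibition.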
Numbers without * were called inactive; i = inactive; ? = inconclusive; . = no result given; [ ] = dose if it differs, or a comment. Unless noted, calls follow the shape of the dose curve; as a rule, active = well fitted curve in the direction sought with a large enough effect; inconclusive = small, poorly fitted or top-dose-only effect, or another doubt; inactive = no such curve, though single readings can be large; an effect the other way counts as inactive or inconclusive. An unsorted share of the library, and some 8.9% of all compounds hit somewhere here.

Values run as follows: IL-1B inflam inh, HT1080 IDH1KD tx, HT1080-NT tox, ATXN2 expr inh, SW480 rereplic, HepG2 tox, S2 tox, MCF10A rerep, KB-3-1 cytotox
[1] C=CCOc1c2ccc(C(=O)NC3CCCc4ccccc43)cc2nn1C (configuration not stated)
    20, -1%, 3%, 7%, ?, 3%, i, ?, 0%
[2] CCCC(=O)NC(=S)Nc1nc(-c2ccc(OC)cc2)cs1
    24, ?, ?, -4%, 2%, -26%, i, 5%, -11%
[3] Cc1cccc(N2CCN(C3=NC(=O)/C(=C\c4cn[nH]c4-c4ccccc4)S3)CC2)c1
    5, -27%, -18%, -6%, 3%, -7%, ?, 6%, 9%
[4] COC(=O)c1ccc(CNC(=O)c2ccc3c(c2)OCCO3)cc1
    3, 0%, 20%, -8%, -54%[inhibitor], -9%, i, 5%, 6%
[5] CCCCCCn1cc(CN2CC(N3CCN(C)CC3)CS2(=O)=O)nn1 (configuration not stated)
    12, 1%, 0%, 8%, ., ., i, ., 9%
[6] O=C(CCc1nc2ccccc2c(=O)[nH]1)OCc1ccccc1F
    21, 2%, 1%, 12%, 62%, 5%, i, -66%[inhibitor], 12%
[7] S=C(NCC1CCCO1)N1CCN(c2ccccc2)CC1 (configuration not stated)
    45, -2%, 5%, -10%, -3%, -2%, i, -3%, 0%
[8] CN(Cc1ccccc1)C(=O)c1ccc(NC(=O)Cc2cccc(NC(=O)C3CCN(C(=O)C4CC4)CC3)c2)cc1
    -19, -3%, -4%, -6%, -7%, -11%, i, 19%, 3%
[9] Cc1ccc(NC(=O)CCc2c(C)nc3c(-c4ccccc4)c(C)nn3c2C)c(C)c1
    ., ., ., 4%, ., -2%, i, ., -12%
[10] O=[N+]([O-])c1cnccc1Nc1ccccc1
    15, 10%, 7%, -2%, -6%, -8%, ?, -4%, 2%
[11] Cc1ccccc1/C(=N\S(=O)(=O)c1ccc(Br)cc1)Nc1ccccc1
    -6, -14%, -18%, ., ., -24%, i, ., -4%
[12] COc1cc(NC(=O)c2cccs2)cc(OC)c1
    -6, 3%, -4%, 16%, 1%[9.22 µM], 8%, i, -7%, 0%
[13] CC1CCCC(C)N1C(=O)Cn1nnc(-c2ccc([N+](=O)[O-])cc2)n1 (configuration not stated)
    15, 2%, 4%, -3%, 15%, 1%, i, -1%, -3%
[14] CCCOc1cccc(C2C(C(=O)c3ccc(C)o3)=C(O)C(=O)N2c2nc(C)c(C(C)=O)s2)c1 (configuration not stated)
    20, -1%, 4%, -2%, ?, -2%, i, 23µM*, -14%
[15] Cc1nc2cc(NC(=O)NCc3ccco3)ccc2o1
    7, 3%, 10%, -8%, 12%, -11%, i, 7%, 3%
[16] CC(C)N1CCC(N2CCN(C3CCCCC3)CC2CCO)CC1 (configuration not stated)
    -19, 9%, 0%, 9%, 2%, -6%, i, -3%, 2%
[17] COc1cc2ccccc2cc1C(=O)Nc1ccc(Cc2ccncc2)cc1
    -72*, ?, -30%, -19%, 18µM*, -17%, ?, 21µM*, 18µM*
[18] OC(CNCC1CCCO1)Cn1c2ccc(Br)cc2c2cc(Br)ccc21 (configuration not stated)
    -62*, ?, 21µM*, ?, 23%, -118%, ?, ?, ?
[19] O=C(COC(=O)c1ccccc1O)Nc1cccc(S(=O)(=O)NC2=NCCCCC2)c1
    13, -1%, -1%, -7%, 3%, 5%, i, -1%, 1%
[20] Cc1ccc(OCc2n[nH]c(=S)n2-c2ccccc2)cc1
    9, 12%, 7%, -6%, 54%, -1%, i, 2%, 17%

SW480 rereplic, entries above that show a hit
cpd	smiles	IL-1B inflam inh	SW480 rereplic
17	COc1cc2ccccc2cc1C(=O)Nc1ccc(Cc2ccncc2)cc1	-72*	18µM*

Later entries.
Values run as follows: IL-1B inflam inh, HT1080 IDH1KD tx, HT1080-NT tox, ATXN2 expr inh, SW480 rereplic, HepG2 tox, S2 tox, MCF10A rerep, KB-3-1 cytotox
[21] CCN(Cc1ccccc1)C(=O)c1cc2c(OC)c(OC)c(OC)cc2[nH]1
    -1, -2%, -14%, 1%, -1%, 8%, i, 19%, -1%
[22] Cc1ccc(S(=O)(=O)Nc2ccc3c4c(cccc24)CC3)c(C)c1
    45, 10µM*, 21µM*, -29%, ?, -5%, i, ?, ?
[23] CCN(C(=O)COC(=O)CCCc1nc2ccccc2s1)c1c(N)n(Cc2ccccc2)c(=O)[nH]c1=O
    8, 0%, 0%, 1%, 7%, -21%, i, 3%, 2%
[24] CCOC(=O)NC(=O)c1cn(Nc2ccccc2C(F)(F)F)c(=O)[nH]c1=O
    5, -9%, 1%, -6%, -134%[inhibitor], -33%, i, 12%, 2%
[25] COc1cccc(N/C=C/C(=O)c2ccc(OC)c(OC)c2)c1
    ?, -28%, -26%, ., -2%, -10%, i, ?, 2%
[26] COc1ccccc1NC(=O)Cn1nnc(-c2ccccc2NC(=O)c2cnccn2)n1
    3, 20%, 17%, ?, -10%, 1%, i, -10%, 13%
[27] CCc1ccc([C@@H]2CC=C(C(=O)O)[C@H](c3ccc(F)cc3)N2S(=O)(=O)c2ccc(C)cc2)cc1
    22, -11%, 9%, 0%, -18%, -20%, i, ?, 6%
[28] O=C(CSc1ncn[nH]1)Nc1nc(-c2ccccc2)cs1
    -1, -5%, -10%, -1%, -7%, -18%, i, 5%, -10%
[29] COc1ccc(CNS(=O)(=O)c2ccc(F)c(C(=O)Nc3ccccc3OC)c2)cc1
    -2, -26%, 0%, -18%, -49%[inhibitor], 0%, ?, -22%, -6%
[30] Cc1ccc2cc(C(c3nnnn3C(C)(C)C)N3CCCCCC3)c(=O)[nH]c2c1 (configuration not stated)
    2, 9%, 1%, 0%, -6%, 9%, i, 19%, 13%
[31] Cc1ccc(C(C(=O)NCc2ccco2)N(C(=O)CNC(=O)c2cccs2)c2c(C)cccc2C)cc1 (configuration not stated)
    -22, 12%, 12%, -18%, ?, 3%, i, 18µM*, -16%
[32] CCC(C)(C)NC(=O)CN(C(=O)c1ccc(N2CCCC2)nc1)c1ccc(F)cc1
    2, -1%, 7%, ., -2%, -19%, ?, -2%, ?
[33] COc1ccc(NC(=O)C2CC(c3cccc(Br)c3)=NO2)cc1OC (configuration not stated)
    2, -18%, 0%, -24%, -2%, -2%, i, 5%, 0%
[34] COc1cccc2cc(C(=O)NCCc3c[nH]c4ccccc34)c(=O)oc12
    2, ?, -9%, -5%, 2%, -1%, i, 4%, 23%
[35] O=C(NCc1ccco1)c1cccn2c(=O)c3c4c(sc3nc12)CCCC4
    20, -5%, 10%, 2%, 11%, -20%, i, ?, -16%
[36] O=C(C(Cc1ccc(Cl)cc1)NS(=O)(=O)c1ccccc1)N1CC[C@@]2(O)CCCC[C@H]2C1 (some centres not stated)
    4, -1%, -2%, -8%, 1%, -19%, i, -10%, -2%
[37] CCCCC1CCC(C(=O)N(CCC(C)C)c2c(N)n(CCCC)c(=O)[nH]c2=O)CC1 (configuration not stated)
    -16, 11%, 0%, ., ., -7%, i, ., -6%
[38] Clc1ccc(-c2c(C3=NCCCN3)nnn2-c2ccc(Cl)cc2)cc1
    ?, -13%, -26%, ., 23%, -11%, i, -2%, -30%
[39] Cc1nn(CC(=O)NC2(C)CCS(=O)(=O)C2)c(C)c1S(=O)(=O)N(C)C (configuration not stated)
    27, 10%, 18%, -4%, -2%, 5%, i, 13%, 18%
[40] O=C(Nn1c(-c2ccc(F)cc2)nc2ccccc2c1=O)c1cccnc1
    12, 3%, 12%, -6%, -10%, 5%, i, -1%, -1%

Whole records as entered above.
CC(C)N1CCC(N2CCN(C3CCCCC3)CC2CCO)CC1 (configuration not stated) across the screens: IL-1B inflam inh: -19; HT1080 IDH1KD tx: 9%; HT1080-NT tox: 0%; ATXN2 expr inh: 9%; SW480 rereplic: 2%; HepG2 tox: -6%; S2 tox: i; MCF10A rerep: -3%; KB-3-1 cytotox: 2%
CCCCCCn1cc(CN2CC(N3CCN(C)CC3)CS2(=O)=O)nn1 (configuration not stated) across the screens: IL-1B inflam inh: 12; HT1080 IDH1KD tx: 1%; HT1080-NT tox: 0%; ATXN2 expr inh: 8%; SW480 rereplic: .; HepG2 tox: .; S2 tox: i; MCF10A rerep: .; KB-3-1 cytotox: 9%

Other results.
Values run as follows: IL-1B inflam inh, HT1080 IDH1KD tx, HT1080-NT tox, ATXN2 expr inh, SW480 rereplic, HepG2 tox, S2 tox, MCF10A rerep, KB-3-1 cytotox
[41] O=C(CN1C(=O)C2C3C=CC(C3)C2C1=O)NC1CCCc2ccccc21 (configuration not stated)
    3, 2%, 4%, 17%, 0%, 11%, i, 14%, 1%
[42] Cc1nn(C)c(C)c1S(=O)(=O)N(CC(=O)Nc1ccccn1)c1ccc(C(C)C)cc1
    11, 1%, 5%, -3%, -6%, -28%, i, 3%, 1%
[43] COc1ccc(NC(=O)c2ccccc2SCc2ccccc2)cc1
    ?, -27%, -19%, 0%, ., -13%, i, ., ?
[44] COc1cc(CO)ccc1Oc1nnnn1-c1ccc(C(N)=O)cc1
    4, 15%, 10%[9.24 µM], 12%, -2%, 7%, i, -9%, -1%
[45] COC(=O)c1c(NC(=O)Cn2nc(C(F)F)cc2C(F)F)sc(C)c1C
    19, -12%, -1%, -5%, -4%, -4%, i, 6%, -17%
[46] O=C(NC(=S)NCc1ccc(Cl)cc1)c1ccco1
    -101*, -18%, -10%, -6%, 8%, -10%, i, ?, -2%
[47] OC(c1ccccc1)C(NCc1ccccc1)c1ccccc1 (configuration not stated)
    -23, -15%, -9%, ., ., -29%, i, ., -19%

Entries by screen from the entries so far.
IL-1B inflam inh, nos. 41 to 47: 3, 11, ?, 4, 19, -101*, -23
